Bioassay records deposited in PubChem BioAssay by Broad Institute.
SIRT5 inh: inhibitors of human sirtuin-5 desuccinylase; inhibition, % at 15 µM; 1.1% of 330,000 active; Q9NXA8; Purified SirT5, succinyl-peptide AMC, trypsin-coupled fluorescence; in the data active = inhibition above about 15%; inconclusive = no clear call, values can overlap the other calls
Target sequence (Q9NXA8 whole entry, looked up): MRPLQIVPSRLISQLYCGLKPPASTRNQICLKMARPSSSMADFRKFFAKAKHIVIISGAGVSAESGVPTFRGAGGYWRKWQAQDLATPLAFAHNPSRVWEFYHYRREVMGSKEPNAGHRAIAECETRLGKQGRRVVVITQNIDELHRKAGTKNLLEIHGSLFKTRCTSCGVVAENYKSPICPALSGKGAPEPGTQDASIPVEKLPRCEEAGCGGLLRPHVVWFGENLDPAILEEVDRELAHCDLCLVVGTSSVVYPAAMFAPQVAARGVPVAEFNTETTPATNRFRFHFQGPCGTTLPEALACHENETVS
PAX8 inh HTS: lowers PAX8-driven luciferase in RMG-I cells; RMG-I TPO-luciferase reporter, SteadyGlo, 24 h; inhibition, % at 12.6 µM; 1.2% of 360,000 active;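 active = mean replicate inhibition at least 60% with every replicate also reaching 60%; inconclusive = only one of the two criteria is met; inactive = mean below 60% and not all replicates reaching 60%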;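 note: luciferase light reporting Pax8 driven TPO promoter activity; plate controls were median of neutral control wells for no effect and mitoxantrone controls for full effect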
ARNT TACC3 PPI: ARNT/TACC3 interaction disruption | Q9Y6A5 | 0.66% of 390,000 active | AlphaScreen His-ARNT PAS-B/GST-TACC3 binding, luminescence; TACC3 fragment carries E629A point mutation | inhibition, % at 9.99 µM;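 active = mean inhibition of replicates at least 50% and at least half of replicates each reaching 50%; inconclusive = half or more replicates reach 50% but mean below 50%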;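 note: 0% = complete ARNT plus TACC3 wells and 100% = ARNT alone without TACC3; many hits fall short of the cut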
DENV2 CPE: inhibitors of DENV2 cytopathic effect. 1.7% of 350,000 active. DENV2-infected cells, cytopathic effect rescue, plate reader. CPE inhibition, % at 9.99 µM; in the data active = CPE inhibition above about 20%, passing the limit was not always enough; inconclusive = no clear call, values can overlap the other calls; tested in BHK-21 cells;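 note: 0% = median of neutral control wells and 100% = median of positive control wells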
CASP6 VEID inh: caspase-6 (human) enzyme inhibition; P55212; purified caspase-6, Z-VEID-R110 cleavage fluorescence; inhibition, % at 12.5 µM; 0.53% of 350,000 active;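 active = mean inhibition across replicates at least about 35%, with every replicate also reaching that limit, limit read from the data; inconclusive = only one of the two criteria met; inactive = neither criterion met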;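 note: 0% = median of neutral control wells and 100% = no fluorescence left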
Target sequence (P55212 24-179 limits assumed): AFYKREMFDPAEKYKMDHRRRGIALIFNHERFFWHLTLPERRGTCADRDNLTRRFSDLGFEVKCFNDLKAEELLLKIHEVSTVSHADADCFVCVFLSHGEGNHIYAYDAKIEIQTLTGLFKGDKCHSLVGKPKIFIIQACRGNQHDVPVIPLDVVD
Target sequence (P55212 194-293 limits assumed): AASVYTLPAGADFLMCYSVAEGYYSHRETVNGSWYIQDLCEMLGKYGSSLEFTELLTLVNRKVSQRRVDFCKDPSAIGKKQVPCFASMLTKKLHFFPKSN
LGR2 inh: Drosophila LGR2 receptor signaling inhibition; HEK293 LGR2, CRE-luciferase, bursicon-stimulated, 4 h; inhibition, % at 9.99 µM; 0.35% of 380,000 active;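 active = drop in luminescence signal, shown as inhibition above about 50% in the replicate tests, limit read from the data, passing the limit was not always enough; inconclusive = probably only some replicates passing the limit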;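 note: agonist challenge used bursicon conditioned medium at about half maximal strength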
EWS-Fli block: EWS/Fli transcriptional activity inhibition. A673 NR0B1-luciferase reporter, viability-normalised. 0.67% of 350,000 active. inhibition, % at 12.6 µM;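 active = mean inhibition of at least 50% after viability correction, with every replicate also passing that limit; inconclusive = mean reaches 50% but only one of two replicates passes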;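 note: firefly luciferase signal divided by Alamar Blue viability fluorescence both relative to DMSO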
Numbers without * were called inactive; ? = inconclusive; . = not tested or not shown; & = joins results of further samples.

Value order: SIRT5 inh	PAX8 inh HTS	ARNT TACC3 PPI	DENV2 CPE	CASP6 VEID inh	LGR2 inh	EWS-Fli block
CCO[C@@H]1OC(C(=O)N2CCN(Cc3ccccc3)CC2)=C[C@H](C2CCCCC2)[C@H]1CCCO
    1	18	-3	0	3	.	3
CCCN(C)C[C@H]1Oc2cc(C3=CCCCC3)ccc2S(=O)(=O)N([C@H](C)CO)C[C@H]1C
    14	-9	3	12	-1	11	3
COc1ccc(OC)c(Nc2nc(N)nc(CCl)n2)c1
    -3	118*	10	-18	0	22	?
C[C@H](CO)N1C[C@H](C)[C@H](CN(C)Cc2ccc(Cl)c(Cl)c2)Oc2ccc(NC(=O)CCC(F)(F)F)cc2C1=O
    3	-10	8	6	-4	6	.
COCCNC(=O)C[C@@H]1C[C@H]2c3cc(N(C)C)ccc3O[C@H]2[C@@H](CO)O1
    0	2	.	0	22	4	-3
CCOc1ccc(C(=O)Nc2cccc3ncccc23)cc1Br
    -2	11	-1	-1	-9	-18	-6
Cc1ccc(C(O)Cn2nc(C)cc2C)cc1 (stereo unspecified)
    .	-7	5	1	-5	0	-48
O=C(CSc1nnc(-c2ccccc2)n1-c1ccc(Cl)cc1)NNC(=S)Nc1ccccc1
    -2	-28	-2	16	3	3	13
C=CCN(c1ccccc1C(=O)O)S(=O)(=O)/C=C/c1ccccc1
    -2	26	-3	1	4	-1	-2
O=C(NC[C@@H]1CC[C@H]2[C@H](CN2Cc2ccccc2C(=O)O)O1)c1ccc(F)cc1
    4	-7	.	-6	2	.	0
COc1ccc(C(=O)Nc2ccncc2)cc1S(=O)(=O)N1CCOCC1
    0	-41	19	14	-3	-13	-14
Cc1c(/C=N/NC(=O)c2ccc(O)cc2)c2ccccn2c1C(=O)c1ccc(F)cc1
    .	8	25	.	.	9	.
O=C(C=Cc1cccc(Cl)c1)c1ccccc1
    -1	-76	-1	-5	1	-58	-45
Cc1sc(NC(=O)CSc2nnc(N)s2)c(C#N)c1C
    -3	0	-2	-3	2	3	-9
O=C(N/N=C/c1ccc([N+](=O)[O-])cc1)c1cc(-c2ccc3c(c2)OCO3)n[nH]1
    -5	-27	-2	4	0	-3	11
Cc1ccc(C(=O)NC(=S)NCc2cccnc2)c(C)c1
    .	5	-4	1	0	-27	2
COc1ccccc1CNC(=O)c1ccc(CS(=O)(=O)c2ccccc2)o1
    .	-20	.	-7	-4	3	-3
O=C(COc1ccccc1[N+](=O)[O-])NNC(=O)Nc1cccc2ccccc12
    -3	15	1	2	3	-9	0
O=C(NNC(=O)c1ccc(Oc2cc(Cl)cc(Cl)c2)o1)c1ccccc1
    -1	12	2	-3	-2	10	3
O=C(c1ccc(Cl)cc1)N1CCC(=O)N(C(CO)Cc2ccccc2)CC1 (stereo unspecified)
    -3	8	18	-2	-3	-1	-1
O=C1c2ccccc2C(Nc2ccc(S(=O)(=O)N3CCCCCC3)cc2)N1c1ccccn1 (stereo unspecified)
    -1	4	.	-6	-2	-10	8
O=C(COc1cccc(-n2cnnn2)c1)Nc1ccc([N+](=O)[O-])cc1
    -2	2	-6	-1	-1	-14	14
COc1ccc(/C=N/NC(=O)c2cccc(C(=O)N/N=C/c3ccc(OC)c(OC)c3)n2)cc1OC
    -2	0	-10	?	4	4	5
C[C@@H]1CN([C@@H](C)CO)C(=O)c2cccc(NC(=O)Nc3ccc(F)cc3)c2O[C@@H]1CN(C)C(=O)Nc1cccc2ccccc12
    4	.	0	-7	-1	-18	7
O=C(C[C@H]1C/C=C\CC[C@@H](Cc2ccc(F)cc2)C(=O)OCCNC1=O)NCCO
    .	-32	-31	-25	.	14	-15
CC(c1ccc(C(C)(C)C)cc1)S(=O)CC(O)CO (stereo unspecified)
    .	5	-10	.	.	18	.
CCCC(=O)N1CCCC1(C)C(=O)NCCc1ccccn1 (stereo unspecified)
    3	-17	.	-1	-1	12	-4
O=C(Nc1cccc(F)c1)N1CC(=O)N2[C@H](C1)[C@H](c1ccc(-c3ccccc3F)cc1)[C@@H]2CO
    0	.	.	-6	0	-5	.
O=C(NCC[C@@H]1CC[C@@H](NS(=O)(=O)c2cccc(F)c2)[C@@H](CO)O1)C1CCCCC1
    7	10	-3	18	-3	7	7
COc1ccccc1NC(=O)CSc1nnc(C2CCCCC2)n1-c1ccccc1
    6	6	1	1	0	6	13

Some entries already given with just DENV2 CPE and PAX8 inh HTS.
smiles	DENV2 CPE	PAX8 inh HTS
COc1ccc(C(=O)Nc2ccncc2)cc1S(=O)(=O)N1CCOCC1	14	-41
COc1ccccc1CNC(=O)c1ccc(CS(=O)(=O)c2ccccc2)o1	-7	-20
O=C(NC[C@@H]1CC[C@H]2[C@H](CN2Cc2ccccc2C(=O)O)O1)c1ccc(F)cc1	-6	-7
CCCN(C)C[C@H]1Oc2cc(C3=CCCCC3)ccc2S(=O)(=O)N([C@H](C)CO)C[C@H]1C	12	-9

(cont.)
Value order: SIRT5 inh	PAX8 inh HTS	ARNT TACC3 PPI	DENV2 CPE	CASP6 VEID inh	LGR2 inh	EWS-Fli block
CCNS(=O)(=O)c1ccc(CCC(=O)NCc2cccnc2)cc1
    0	-11	-2	-3	-2	-1	-3
N#C/C(=C/c1ccc(-c2ccc(Br)cc2)o1)C(=O)NC1CCCCC1
    1	20	-6	15	-3	-3	9
COc1ccc(CCNC(=O)CN(c2cc(C)cc(C)c2)S(=O)(=O)c2c(C)noc2C)cc1OC
    -2	-9	-23	1	0	0	2
COc1ccc(NC(=O)Nc2ccc3c(c2)CC(=O)N([C@@H](C)CO)C[C@@H](C)[C@@H](CN(C)C(=O)Nc2cccc4ccccc24)O3)cc1
    .	-27	1	5	.	-17	4
N#C/C(=C\c1cccnc1)C(=O)Nc1ccc(Cl)cc1
    -1	-104	1	3	5	-2	-9
COc1ccc(OCC(=O)NCC(c2cccs2)N2CCOCC2)cc1 (stereo unspecified)
    3	18	-3	2	2	5	-4
C[C@@H]1CN([C@H](C)CO)S(=O)(=O)c2ccc(-c3ccc(C(=O)N(C)C)cc3)cc2O[C@@H]1CN(C)C(=O)Nc1ccccc1F
    2	-10	-1	3	1	15	5
Cc1cccc(C(=O)OCC(=O)NN2C(=O)NC3(CCC(C)CC3)C2=O)c1O (stereo unspecified)
    5	11	8	0	0	6	-2
Cc1ccc(S(=O)(=O)N(C)C[C@@H]2OCc3cnnn3CCCC(=O)N([C@@H](C)CO)C[C@H]2C)cc1
    4&4&2	-16&49	2&0	?	2&-2&3	-21&-2	2&0&-2
CO[C@H]1CN(C)C(=O)c2cc(NC(=O)C3CCOCC3)ccc2OC[C@H](C)N(C)C[C@@H]1C
    -2	-8	-6	-6	0	4	-1
COC(=O)CC1(c2ccccc2)C(=O)c2ccccc2C1=O
    -1	.	-8	2	-1	-2	6
O=C(NCCCl)Nc1cccc(Br)c1
    0	-5	-1	4	-1	8	10
c1ccc2c(c1)ccc1ccccc12
    5	.	2	-6	0	1	-8
COc1ccc(-n2nnc3c(=O)n(CC(=O)OCc4ccccc4)cnc32)cc1
    -7	1	-2	-7	1	-15	-2
CNC[C@H]1Oc2c(NC(=O)c3nc4ccccc4s3)cccc2C(=O)N([C@H](C)CO)C[C@@H]1C
    .	61*	.	.	.	23	58*
Nc1cc(Cl)ccc1Nc1ccncc1
    -2	5	-6	1	-11	0	6
CC(=O)NCc1ccc(S(=O)(=O)N2CCN(S(=O)(=O)c3ccc4ccccc4c3)CC2)cc1
    -1	-7	0	1	-5	-6	6
C[C@H](CO)N1C[C@H](C)[C@H](CN(C)C)Oc2cc(Br)ccc2S1(=O)=O
    -2	.	-1	?	2	-30	-6
Cc1cccc(NC(=O)COC(=O)C2COc3ccccc3O2)c1C (stereo unspecified)
    -4	.	-6	-6	0	13	-5
CC1CC(C)CN(C(=O)CCCn2c(=O)c3cccn3c3cccnc32)C1 (stereo unspecified)
    0	0	-6	-4	2	3	-7
CCOC(=O)C1(CCOC)CCN(Cc2cccc(OCc3ccccc3)c2)CC1
    4	27	.	-3	0	14	13
COc1ccc(CNC(=O)CN2CCC(NC(=O)c3cccc(OC)c3)CC2)cc1
    -2	0	17	10	-3	-9	3
C/C(=N\NC(=O)c1cc(-c2ccc(C)s2)nc2ccccc12)c1cccnc1
    -10	-21	3	?	-5	-22	-62
CC1(C)Cc2nc(Cl)c(C(N)=O)cc2CO1
    2	-14	2	-1	-2	-12	-13
CCOC(=O)C1(C)CCCCCN1C(=O)/C=C/c1ccccc1 (stereo unspecified)
    -3	7	.	14	1	-1	2
c1cncc(CN2C[C@@H]3N[C@H](C2)C3c2ccc(-c3cccnc3)cc2)c1 (stereo partly specified)
    0	6	.	-1	-2	-5	5
Cc1ccc(CCNC(=O)CCSCc2ccc(Cl)cc2)cc1
    -3	6	-5	0	1	2	12
Cn1cccc1/C=N/NC(=O)c1cccs1
    8	-155	3	19	0	-26	-78
CCCCNC(=O)Nc1c(C)cc(SC#N)cc1C
    -5	-10	0	.	2	15	9
COc1ccc(NC(=O)COc2ccc3c(c2)OCO3)cc1
    -2	11	-2	-5	-3	0	2

2 entries from above in a different format:
> C[C@H](CO)N1C[C@H](C)[C@H](CN(C)Cc2ccc(Cl)c(Cl)c2)Oc2ccc(NC(=O)CCC(F)(F)F)cc2C1=O
  SIRT5 inh: 3; PAX8 inh HTS: -10; ARNT TACC3 PPI: 8; DENV2 CPE: 6; CASP6 VEID inh: -4; LGR2 inh: 6; EWS-Fli block: .
> CCCCNC(=O)Nc1c(C)cc(SC#N)cc1C
  SIRT5 inh: -5; PAX8 inh HTS: -10; ARNT TACC3 PPI: 0; DENV2 CPE: .; CASP6 VEID inh: 2; LGR2 inh: 15; EWS-Fli block: 9

Later entries
Value order: SIRT5 inh	PAX8 inh HTS	ARNT TACC3 PPI	DENV2 CPE	CASP6 VEID inh	LGR2 inh	EWS-Fli block
Cc1ccnn1C(C)C(=O)O (stereo unspecified)
    .	18	-5	12	0	-14	7
COc1cc2ccccc2cc1C(=O)NC1CCCCC1
    0	-141	-4	-1	-2	-58	-86
O=C(NC1CC2CCCC(C1)N2C(=O)Nc1ccc(F)cc1)c1ccccc1 (stereo unspecified)
    6	-12	-5	3	3	-6	4
CC(=O)N1[C@@H]2Cn3c(ccc(-c4ccccc4)c3=O)[C@H]1[C@@H](C(=O)NCC1CC1)[C@@H]2CO
    -35	-20	-4	0	0	-5	4
O=C(CSc1ccccc1)Nc1ccc2c(c1)OCO2
    0	-42	1	-8	-4	-53	-89
C=C1C(=O)[C@]23C[C@H]1CCC2[C@@]1(C)C(C[C@@H]3O)[C@](C)(C(=O)O)CC[C@@H]1O (stereo partly specified)
    0	72*	.	75*	4	-14	15
O=C(C[C@H]1CC[C@H]2[C@@H](COC[C@@H](O)CN2S(=O)(=O)c2ccccc2)O1)Nc1ccc(-c2ccccc2)cc1
    18*	11	7	-4	1	-6	-11
O=C(C1CCOCC1)N1C[C@@H]2[C@H](c3ccccc31)[C@@H](CO)N2Cc1ccccc1F
    4	10	-3	-9	1	0	9
NC(=O)c1cc2cc([N+](=O)[O-])ccc2oc1=O
    1	-7	1	-10	-5	20	-2
O=C(O)c1cccc([N+](=O)[O-])c1C(=O)Nc1ccc2ccccc2c1
    1	12	-5	4	5	.	3
COc1cccc(C(=O)NCCN2CCN(c3ccccc3)CC2)c1
    1	6	0	0	-1	-1	-3
CO[C@@H]1CN(C)C(=O)c2cc(NS(C)(=O)=O)ccc2OC[C@H](C)N(C(=O)C2CCOCC2)C[C@H]1C
    -1	.	-2	0	-3	-18	5
O=C(Nc1ccccc1Cl)Nc1ccnn1C1CCN(C(=O)CCN2CCCO2)CC1
    -1	2	0	8	-70	16	.
CCCCCC(=O)N1C[C@H](O)[C@@H](n2cc(C3CC3)nn2)C[C@@H]1c1ccc(C)cc1
    -2	1	.	?	-1	3	11
Cc1cc(C(=O)Nc2ccc3c(c2)C(=O)N(C)[C@@H]2CC[C@H](CC(=O)O)O[C@H]2CO3)no1
    .	5	-1	-1	.	12	6
COc1cc(/C=N/Nc2ccc(Cl)c(C(=O)O)c2)ccc1OC(=O)c1cccs1
    -3	-14	6	-1	3	6	-53
O=C(NCc1ccc(F)c(F)c1)C1Cc2c(-c3ccc4c(c3)OCO4)ccnc2O1 (stereo unspecified)
    2	14	.	20	3	6	34
CC(=O)c1c(NC(=O)c2ccccc2)[nH]c(-c2ccccc2)nc1=S
    -2	8	0	-2	1	14	0

Compounds as they come. Share with any hit: about 4.9%.
